Bioassay records: PubChem BioAssay, Sanford-Burnham Center for Chemical Genomics
ER stress surv: ER stress cell death inhibition. CSM14.1 thapsigargin ER stress survival, ATP luminescence. 48,000 compounds, 0.33% hits. relative survival (cellular ATP), % at 15 µg/mL (by protocol);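 active means survival measured by cellular ATP above 50% at 15 µg/ml in the first screen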;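 further: cell death triggered by about 15 µM thapsigargin; ATP read 24 h after thapsigargin was added; plate controls were thapsigargin with DMSO for no effect and DMSO without thapsigargin for full effect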
Starred values were filed as active, the others as inactive. Some of the compounds tested; rates above refer to the full screens.

SMILES	ER stress surv
COc1ccc(-n2cnc3cc(Nc4nnc(C)c5ccccc45)ccc32)cc1	-13
NC(=O)SCC(=O)Nc1ccccc1O	11
O=C1CC(N2CCN(C(c3ccccc3)c3ccccc3)CC2)C(=O)N1c1ccc(Cl)cc1 (stereo not drawn)	6
COc1ccccc1N1CCN(C(=O)/C=C/c2ccc(C)cc2)CC1	1
COc1ccc(-c2cc(C(=O)N3CCCC3)c3ccccc3n2)c(OC)c1	3
CC1=NN(c2ccc(S(N)(=O)=O)cc2)C(=O)/C1=C\c1ccc(-c2cc([N+](=O)[O-])ccc2Cl)o1	-5
COc1cc(/C=N/n2cnnc2)cc(Br)c1OCCOc1ccc(C(C)(C)C)cc1	6
CC(=O)Nc1ccc2c(c1)C1C=CCC1C(C(=O)O)N2 (stereo not drawn)	-4
CS(=O)(=O)N(CC(=O)NCCSc1ccccn1)c1cccc(Cl)c1	0
Cc1ccc(C(=O)NCC(=O)c2ccccc2)cc1	-2
CC(=O)CC(=O)Nc1ccccc1-c1ccccc1	4
COCCN1C(=O)C(=O)/C(=C(/O)c2ccccc2)C1c1ccccc1 (stereo not drawn)	5
COc1ccccc1CNC(=O)c1ccc(Cl)c(Cl)c1	2
OC(COc1ccccc1Cl)CN1CCN(CC(O)COc2ccccc2Cl)CC1 (stereo not drawn)	-4
O=[N+]([O-])c1ccc(S(=O)(=O)Nc2ccc(Nc3ccccc3)cc2)cc1	0
O=C(Nc1ccccc1)Nc1nnc(C23CC4CC(CC(C4)C2)C3)s1	-1
CC(C)CC(NC(=O)c1ccco1)C(=O)O (stereo not drawn)	2
CCCCOc1ccc(C(=S)N2CCOCC2)cc1	0
O=C1Nc2ccccc2/C1=c1/sc2nc3ccccc3n2c1=O	19
Cc1ccc(N2C(=O)NC(=O)/C(=C\c3cccc(C)c3)C2=O)cc1	10
COc1cccc(NC2=NC3(CCCC3)N=C(N)N2)c1	-10
Cc1ccc(-c2cc(NC(=O)c3ccncc3)n[nH]2)cc1	-2
CCOC(=O)C1=C(C)N=c2s/c(=C\C=C\c3ccccc3)c(=O)n2C1c1ccc(OC(C)=O)cc1 (stereo not drawn)	1
O=C(Nc1nc(-c2ccc3ccccc3c2)cs1)c1ccncc1	5
CCC(=O)Nc1nc2ccccc2n1CCCN(C)C	-4
O=c1/c(=C/c2cc(Br)ccc2O)sc2nc3ccccc3n12	4
COc1ccc(-c2ccc(/C=C3\C(=O)NN(c4ccc(Cl)c(Cl)c4)C3=O)o2)c([N+](=O)[O-])c1	1
C=CCn1c(SCc2ccc(C(=O)OC)cc2)nc2sc(C)c(C)c2c1=O	4
NC(=O)C(=O)NCc1ccc(Cl)cc1	10
CCc1ccc(NC(=O)CC2Nc3ccccc3NC2=O)cc1 (stereo not drawn)	-2

Some of the entries so far, field by field:
CC(C)CC(NC(=O)c1ccco1)C(=O)O (stereo not drawn)
- ER stress surv: 2
CCCCOc1ccc(C(=S)N2CCOCC2)cc1
- ER stress surv: 0
O=C1Nc2ccccc2/C1=c1/sc2nc3ccccc3n2c1=O
- ER stress surv: 19
Cc1ccc(N2C(=O)NC(=O)/C(=C\c3cccc(C)c3)C2=O)cc1
- ER stress surv: 10

(next part)
SMILES	ER stress surv
COc1ccc(C(=O)n2nc(C)c(Sc3ccccc3)c2C)cc1	6
CCOc1cc(OCC)cc(C(=O)Nc2ccc(F)c([N+](=O)[O-])c2)c1	-1
O=C(O)CCN1C(=O)/C(=C2\C(=O)N(Cc3ccccc3Cl)c3ccccc32)SC1=S	6
COc1cc(C2NC(=O)NC(C)=C2C(=O)Nc2ccc(C)cc2)ccc1O (stereo not drawn)	-2
O=C1c2ccc(-c3nc4cc(Cl)ccc4c(=O)o3)cc2C(=O)N1c1cccc([N+](=O)[O-])c1	5
COc1ccc(N(CC(=O)N2CCCC2)S(C)(=O)=O)c(OC)c1	5
COC(=O)CN(c1cc(OC)ccc1OC)S(=O)(=O)c1ccccc1	10
Cc1ccc(C(C)C)c(OCc2nnc(NC(=O)Nc3ccc(Cl)cc3)s2)c1	6
CCOC(=O)C1CCN(C(=O)c2ccccc2NC(C)=O)CC1	7
Cn1c(O)c(C=NC2CCCC2)c(=O)n(C)c1=O	-2
O=c1ccc2ccc(OCc3cccc(Cl)c3)cc2o1	12
CCOc1cc(OCC)cc(C(=O)Nc2ccc([N+](=O)[O-])cc2)c1	1
Cc1ccc2oc(C(=O)NCc3ccccc3)c(C)c2c1	2
CC(C)(C)c1ccc(C(=O)Nc2ccc3[nH]c(=O)[nH]c3c2)cc1	2
CC1(C)CC(NS(=O)(=O)c2ccc3ccccc3c2)CC(C)(C)N1	-3
C(=N\N=C(\c1ccccc1)C12CN3CN(CN(C3)C1)C2)/c1cccnc1	7
Clc1ccc(Cn2nnc(-c3ccccc3Cl)n2)c(Cl)c1	12
O=C(Oc1ccc(C(=S)N2CCOCC2)cc1)c1ccccc1	6
CCN(CC)C(=O)c1ccc(CN(c2ccc(OC)cc2)S(=O)(=O)c2ccccc2)cc1	124*
O=[N+]([O-])c1ccc(-c2ccc(C(=S)N3CCOCC3)o2)cc1	4
O=C(Nc1cc([N+](=O)[O-])ccc1F)c1ccccc1Br	-1
O=C(c1ccccc1Cl)N1N=C(c2ccc(Cl)cc2)CC1(O)C(F)(F)F (stereo not drawn)	2
O=C(/C=C(/O)c1ccccc1)C(=O)Nc1ccc(Br)cc1	-4
CNc1ccc(Cl)cc1C(O)c1ccccc1 (stereo not drawn)	-6
O=C(c1c(Cl)ccc(F)c1F)N1CCN(c2ccc(Cl)cc2[N+](=O)[O-])CC1	14
COC(=O)C1=CN(Cc2ccc(F)cc2)C=C(C(=O)OC)C1c1cc(OC)c(OC)c(OC)c1	-15
CCOC(=O)C(=CNc1cccc(C)c1C)C(=O)OCC	0
CC1=C(C#N)c2nc(N)c(C#N)c(C)c2/C1=C\c1cc([N+](=O)[O-])ccc1Cl	1
Cc1ccc(N2C(=O)/C(=C/c3cc(C)n(-c4cccnc4)c3C)C(=O)NC2=S)cc1C	5
CC1=C(C(=O)Nc2ccc(Cl)cc2)C(c2ccc(C)cc2)NC(=O)N1 (stereo not drawn)	4
CCOC(=O)c1nc(NC(=O)c2cc3ccccc3o2)sc1C	-1
O=P(CC1CCCO1)(c1ccccc1)c1ccccc1 (stereo not drawn)	2
Cc1cc(C)nc(SC(C)C(=O)N/N=C/c2ccccc2Cl)n1 (stereo not drawn)	7
CCOC(=O)c1c(NC(=O)c2ccccc2Cl)sc2c1CCN(C(=O)OCC)C2	8
Cc1ccc(C)c(NC(=O)C2C3CC/C=C\CCC32)c1 (stereo not drawn)	11
CCOC(=O)c1ccc(-c2ccc(/C=C3/SC(=S)N(CC(=O)O)C3=O)o2)cc1	2
COc1ccc(C2/C(=C(\O)c3ccc(C)cc3)C(=O)C(=O)N2CCCC(=O)O)cc1OC (stereo not drawn)	-1
O=C(NCc1ccncc1)c1cccc(Br)c1	4
O=C(CN(c1cccc([N+](=O)[O-])c1)S(=O)(=O)c1ccccc1)NCCSc1ccccc1	9
O=C(COc1ccc(Cl)cc1)N1CCN(C(=O)c2cccc(F)c2)CC1	0
Cc1ccc(-c2nc3sccn3c2NC(=O)c2ccc(Cl)cc2)cc1	0
COC(=O)c1ccccc1NC(=O)C1CC(=O)N(c2ccc(Br)cc2)C1 (stereo not drawn)	7
CC1=C(C(=O)Nc2ccc(Cl)cc2)C(c2cccc([N+](=O)[O-])c2)NC(=S)N1 (stereo not drawn)	-2
CC(C)CCCC(C)CCOC(=O)CN1CCOCC1 (stereo not drawn)	0
CN(C)c1ccc(/C=C/C(=O)/C=C/c2ccc(N(C)C)cc2)cc1	11
Cc1[nH]c2ccc(Br)cc2c1CC(=O)N/N=C/c1ccc(Cl)c(Cl)c1	4
CCCC1(O)CC(c2ccccc2)N(C)C(c2ccccc2)C1C (stereo not drawn)	-3
CCc1cccc(C)c1NC(=O)CSc1nc2ccccc2[nH]1	10
Cn1cc(/C=C2/SC(=S)N(c3cccc(C(F)(F)F)c3)C2=O)c2ccccc21	8
COc1ccc(OC)c(NC(=S)NC(=O)c2ccc(Cl)cc2)c1	6
COc1ccc(OC)c2c1C(=O)c1ccccc1C2=O	14
CC(=O)N1CCN(Cc2ccccc2)CC1	7
COc1ccc(C2=NN(C(=O)c3cccc([N+](=O)[O-])c3)C(c3cccc([N+](=O)[O-])c3)C2)cc1 (stereo not drawn)	4
COC(=O)c1c(N)c(C#N)c(C)n1Cc1ccccc1	-1
Cc1ccc(S(=O)(=O)N2CCC(=O)C(C)C2)cc1 (stereo not drawn)	-1
CCOc1c(Br)cc(/C=C2/C(=O)N(c3ccc(Cl)c(C(=O)O)c3)N=C2C)cc1OC	0
CCN(CC)c1ccc(C(=O)Nc2ccncc2)cc1	-4
O=S(=O)(NCc1ccco1)c1ccc(Cl)cc1Cl	10
COc1ccc(C)cc1NC(=O)Cn1cnc2c1c(=O)n(C)c(=O)n2C	12
O=c1nc(/C=C/c2cc([N+](=O)[O-])ccc2Cl)cc(C(F)(F)F)[nH]1	4

The results go on.
SMILES	ER stress surv
CN1CCN(C2=NC(=O)/C(=C\c3cccc4c3OCO4)S2)CC1	-1
COc1ccc(N(CC(=O)NC(C)(C)C)S(=O)(=O)c2ccc(C)cc2)cc1OC	-1
O=C(CN1C(=O)/C(=C\c2ccccc2F)SC1=S)Nc1ccc(C(=O)O)cc1	1
COc1cc(NC(=O)c2cc(Cl)c(OC)c(Cl)c2)ccc1NC(=O)c1ccco1	-1
Cc1ccc(-c2cc(C(=O)O)c3cc(Br)ccc3n2)cc1	-1
NC(=O)C1CCN(C(=O)c2cccc(I)c2)CC1	-1
NC(=O)C1CCN(c2ccc(C(F)(F)F)cc2[N+](=O)[O-])CC1	3
CC(=Nc1ccc(N)cc1)C1=C(O)c2ccccc2C1=O	-3
CN(C1CCS(=O)(=O)C1)S(=O)c1ccc2ccccc2c1 (stereo not drawn)	-1
C/C(=N\Nc1cc(-n2nc(C)cc2C)nc(C)n1)c1ccc(Cl)c(Cl)c1	11
CCOc1cc(/C=C2/SC(N)=NC2=O)ccc1OCc1ccc(F)cc1	11
COC(=O)c1ccc(OCC(O)Cn2c3ccccc3c3ccccc32)cc1 (stereo not drawn)	-5
Clc1cccc(C=Nc2ccc(N=Cc3cccc(Cl)c3Cl)cc2)c1Cl	6
CC1(C)CC(=O)CC(=Nc2ccc(F)cc2)C1	-2
CCC(C#CCN1CCCCC1)(CC)OCCC#N	-2
CCOc1ccc(C(NC(=O)c2ccccc2F)c2ccc(OC)c(OC)c2)cc1 (stereo not drawn)	2
O=C(COc1ccc(Cl)cc1Br)NCC1CCCO1 (stereo not drawn)	-1
O=c1c2c3c(sc2nc(SCc2ccccc2)n1Cc1ccccc1)CCC3	6
CCOC(=O)C1CCN(C(=O)c2ccc(I)cc2)CC1	7
Cc1ccc(NC(=O)/C=C\C(=O)O)cc1C	-3
O=C(NCCO)Nc1ccc(Cc2ccc(NC(=O)NCCO)cc2)cc1	3
CCOC(=O)C1=C(c2ccccc2)OC(N)=C(C#N)C1C1CCCCC1 (stereo not drawn)	2
CCCCOc1ccc(NC(=O)c2cccc(Br)c2)cc1	-1
COc1ccc(CNC(=O)CN(c2c(C)n(C)n(-c3ccccc3)c2=O)S(=O)(=O)c2ccccc2)cc1	1
O=C(c1cccc(Nc2nc(-c3ccccc3)c3cc(Cl)ccc3n2)c1)N1CCOCC1	5
O=[N+]([O-])c1ccc(OCc2ccccc2Cl)cc1	4
CCN1C(=O)c2ccccc2S1(=O)=O	6
O=C(COc1ccc(Cl)cc1)Nc1ccc(-c2nc3ccccc3o2)c(O)c1	1
Cc1ccc(-n2cc(/C=c3\sc4nc5cc(C)c(C)cc5n4c3=O)cn2)cc1C	1
O=C(O)c1ccc(NC(=O)c2cc3cc(Br)ccc3oc2=O)cc1	4

Structures shown so far that have two or more sulfur atoms, in the order listed:
SMILES	ER stress surv
CS(=O)(=O)N(CC(=O)NCCSc1ccccn1)c1cccc(Cl)c1	0
C=CCn1c(SCc2ccc(C(=O)OC)cc2)nc2sc(C)c(C)c2c1=O	4
O=C(O)CCN1C(=O)/C(=C2\C(=O)N(Cc3ccccc3Cl)c3ccccc32)SC1=S	6
CCOC(=O)c1ccc(-c2ccc(/C=C3/SC(=S)N(CC(=O)O)C3=O)o2)cc1	2
O=C(CN(c1cccc([N+](=O)[O-])c1)S(=O)(=O)c1ccccc1)NCCSc1ccccc1	9
Cn1cc(/C=C2/SC(=S)N(c3cccc(C(F)(F)F)c3)C2=O)c2ccccc21	8
O=C(CN1C(=O)/C(=C\c2ccccc2F)SC1=S)Nc1ccc(C(=O)O)cc1	1
CN(C1CCS(=O)(=O)C1)S(=O)c1ccc2ccccc2c1 (stereo not drawn)	-1
O=c1c2c3c(sc2nc(SCc2ccccc2)n1Cc1ccccc1)CCC3	6

Remaining list, next part
SMILES	ER stress surv
CCOC(=O)C1=C(C)N=c2s/c(=C\c3ccccc3OC)c(=O)n2C1c1ccc(C)cc1 (stereo not drawn)	7
O=C1S/C(=C\c2ccc(Br)o2)C(=O)N1c1ccc(Cl)cc1	3
Cc1ccc(C(=O)Nc2ccc3c4c(cccc24)CC3)cc1[N+](=O)[O-]	4
CCOC(=O)C1=C(C)NC(C)=C(C(=O)OCC)C1c1ccc(OCC(N)=O)cc1	-1
Cc1ccc(N/C(N)=N/c2nc(C(F)(F)F)cc(=O)[nH]2)cc1	11
COc1ccc(CNCc2ccccc2Cl)cc1OC	-2
Cc1ccc(-c2ccc(C(=O)Nc3cccnc3)o2)cc1Cl	-5
O=C(NC1CCCCC1)N(Cc1ccccc1)Cc1ccco1	16
N#C/C(=C/c1cccc2ccccc12)c1ccc([N+](=O)[O-])cc1	1
